CHRM4 agonist: agonists of human muscarinic M4 receptor (CHRM4) | P08173 | CHO-K1 hM4/Gqi5, Fluo-8 calcium fluorescence; vehicle 0%, full acetylcholine response 100% | activation, % at 3 µM | AID 624127 | 0.14% of 360,000 active;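 active = activation above the run mean over all test wells plus 3 SD, cut at about 32% in these data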;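 note: peak over basal fluorescence ratio per well then scaled between controls; 0% = DMSO wells and 100% = acetylcholine at EC100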
M1 ag: human M1 muscarinic receptor agonism; AID 588814; P11229; CHO-K1 hM1, Fluo-8 calcium fluorescence, agonist mode; 0% DMSO, 100% acetylcholine EC100; activation, % at 3 µM; 0.33% of 360,000 active;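 active = activation above the run's mean compound activation plus 3 SD, cut at about 16% in these data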;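 note: peak over basal fluorescence ratio within a 140 s kinetic read after compound addition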
Target sequence (P11229 whole entry, looked up): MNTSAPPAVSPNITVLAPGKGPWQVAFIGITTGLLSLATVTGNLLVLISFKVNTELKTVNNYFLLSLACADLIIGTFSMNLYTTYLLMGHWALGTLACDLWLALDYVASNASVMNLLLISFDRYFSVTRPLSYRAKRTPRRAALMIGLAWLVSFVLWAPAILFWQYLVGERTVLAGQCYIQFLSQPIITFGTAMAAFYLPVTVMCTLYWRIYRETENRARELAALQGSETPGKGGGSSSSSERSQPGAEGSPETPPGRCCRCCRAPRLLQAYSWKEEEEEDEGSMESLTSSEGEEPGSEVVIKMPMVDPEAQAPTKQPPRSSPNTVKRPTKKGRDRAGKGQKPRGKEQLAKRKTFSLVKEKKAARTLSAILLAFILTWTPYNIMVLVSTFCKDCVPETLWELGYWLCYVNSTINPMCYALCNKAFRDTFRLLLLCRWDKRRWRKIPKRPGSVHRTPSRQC
M1 antag: antagonists of human M1 muscarinic receptor; P11229; CHO-K1 hM1, Fluo-8 calcium fluorescence, ACh EC80 antagonist; inhibition, % at 3 µM; 1.3% of 360,000 active; AID 588852;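 active = percent inhibition above its own plate's cutoff, namely the mean of that plate's compound wells plus 3 SD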;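 note: peak over basal fluorescence ratio during 140 s after agonist addition; 0% = ACh EC80 plus DMSO and 100% = DMSO alone without agonist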
OXTR potentiate: potentiates the human oxytocin receptor response. P30559. CHO-OTR cells, Fluo-8 calcium fluorescence, potentiator mode; 0% = oxytocin EC15, 100% = EC100. activation, % at 3 µM. 0.061% of 320,000 active. AID 2445;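 active = activation above that plate's cutoff, the mean activation of tested compounds plus 3 SD, cut at about 6.6% in these data, passing the limit was not always enough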;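 note: 100% uses oxytocin at 75 nM as the full agonist control; some results filed as inactive read as strong as hits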
Target sequence (P30559 whole entry, looked up): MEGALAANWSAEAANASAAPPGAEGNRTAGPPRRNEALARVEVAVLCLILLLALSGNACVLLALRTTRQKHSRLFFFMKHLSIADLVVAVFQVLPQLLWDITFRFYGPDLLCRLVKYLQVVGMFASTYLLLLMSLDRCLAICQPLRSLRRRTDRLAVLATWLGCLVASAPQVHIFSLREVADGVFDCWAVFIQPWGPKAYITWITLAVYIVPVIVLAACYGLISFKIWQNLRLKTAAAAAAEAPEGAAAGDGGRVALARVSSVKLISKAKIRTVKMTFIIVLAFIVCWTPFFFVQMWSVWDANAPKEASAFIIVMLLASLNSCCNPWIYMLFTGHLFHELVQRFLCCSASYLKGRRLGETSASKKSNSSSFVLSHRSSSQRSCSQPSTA
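Assay system: CHO cell line stably expressing human OTR. Reagent: EC15 oxytocin agonist. Dosing: single dose, 3.0 µM nominal final compound concentration. Timing: compound 6 min at room temperature before oxytocin, 100 s read. Signal: kinetic Fluo-8 calcium fluorescence. Controls: oxytocin EC15 low and EC100 high.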
CHO parental Ca: counter-screen for OX1R antagonists: effect in parental CHO cells; parental CHO-K1, ATP-induced calcium, Fluo-8 fluorescence; inhibition, % at 5.6 µM; 0.63% of 330,000 active;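 active = inhibition above that plate's mean sample inhibition plus 3 SD, cut at about 26% in these data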;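 note: 0% = ATP-challenged DMSO wells and 100% = DMSO wells without ATP; some compounds past the cut are filed as inactive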
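Assay system: untransfected parental CHO cell line. Also added: ATP agonist challenge. Dosing: one dose, 5.6 µM nominal. Measured by: Fluo-8 fluorescence. Read-out: % inhibition. Benchmarks: ATP wells versus no-ATP DMSO wells. Repeats: no replicates.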
M1 PAM: potentiates human M1 receptor response to acetylcholine; CHO-K1 hM1, Fluo-8 calcium fluorescence, ACh EC20; 0% = ACh EC20, 100% = maximal ACh; activation, % at 3 µM; 0.088% of 360,000 active; AID 588819; in the data active = activation above about 19%, passing the limit was not always enough
CHO-K1 Ca antag: M1 antagonist counterscreen hit in parental CHO-K1 cells; ATP-induced calcium, Fluo-8 fluorescence; 0.6% of 360,000 active; AID 602250; inhibition, % at 3 µM;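 active = inhibition above a per-plate cutoff, the plate's mean sample inhibition plus 3 SD, cut at about 24% in these data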;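 note: 0% = DMSO plus EC80 ATP and 100% = DMSO alone without ATP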
CHRM4 antagonist: blocks acetylcholine activation of human M4 receptor; CHO-hM4 cells, ACh EC80, Fluo-8 calcium fluorescence; inhibition, % at 3 µM; 0.73% of 360,000 active; AID 624125;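 active = inhibition above its plate's cutoff, the mean inhibition of sample wells plus 3 SD, cut at about 27% in these data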;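 note: 0% = acetylcholine EC80 with DMSO and 100% = DMSO without agonist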
M1 ag parental: M1 agonist counterscreen hit in parental CHO-K1 cells; Fluo-8 calcium fluorescence; scaled to maximal ATP response, vehicle zero; activation, % at 3 µM; 0.48% of 360,000 active; in the data active = activation above about 15%;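 note: untransfected CHO-K1 host cells lacking M1 receptor as counterscreen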
* hit, by the source's call. Compounds were not picked by outcome. About 2.9% of those tested had a hit in this group.

Results for O=S(=O)(N/N=C/c1ccc2c(c1)OCCO2)c1ccccc1 ?
CHRM4 agonist: 0; M1 ag: -2; M1 antag: -7; OXTR potentiate: 1; CHO parental Ca: -7; M1 PAM: 7; CHO-K1 Ca antag: 0; CHRM4 antagonist: -6; M1 ag parental: 0.8

What do the screens show for `CCOCCCNC(=O)c1ccc(CN2CCc3ccccc3C2)cc1`?
CHRM4 agonist: 1; M1 ag: -8; M1 antag: -7; M1 PAM: 2; CHO-K1 Ca antag: -4; CHRM4 antagonist: 6; M1 ag parental: 1.4

How did O=C(CSc1nc2[nH]c(=O)cc(O)c2s1)Nc1cccc(Br)c1 do in these assays?
CHRM4 agonist: 1; M1 ag: -2; M1 antag: -2; OXTR potentiate: 0; CHO parental Ca: 1; M1 PAM: 2; CHO-K1 Ca antag: -14; CHRM4 antagonist: 5; M1 ag parental: -0.1

Results for Cc1ccc(C(=O)O)cc1N1C(=O)c2cccc3cc(Br)cc(c23)C1=O ?
CHRM4 agonist: 1; M1 ag: -5; M1 antag: -2; OXTR potentiate: -3; CHO parental Ca: 0; M1 PAM: -1; CHO-K1 Ca antag: 9; CHRM4 antagonist: -8; M1 ag parental: -0.5

Results for O=C(CSc1cccc[n+]1[O-])N1CCCCCC1 ?
CHRM4 agonist: 2; M1 ag: -3; M1 antag: -5; OXTR potentiate: -6; CHO parental Ca: 7; M1 PAM: 10; CHO-K1 Ca antag: -3; CHRM4 antagonist: 1; M1 ag parental: 0.2

How did O=C(CN1CCN(c2ccccc2F)CC1)c1ccc(O)cc1O do in these assays?
CHRM4 agonist: 1; M1 ag: -2; M1 antag: -4; OXTR potentiate: 2; CHO parental Ca: 9; M1 PAM: 3; CHO-K1 Ca antag: -11; CHRM4 antagonist: -3; M1 ag parental: 0.7

How did COc1ccc2c(c1)CCCN2C(N)=O do in these assays?
CHRM4 agonist: 3; M1 ag: -2; M1 antag: -1; OXTR potentiate: -8; CHO parental Ca: -1; M1 PAM: 1; CHO-K1 Ca antag: -1; CHRM4 antagonist: -12; M1 ag parental: -0.1

How did COc1cc(NC(=O)c2cc([N+](=O)[O-])ccc2NC(=O)CNC2CCCCC2)cc(OC)c1 do in these assays?
CHRM4 agonist: 10; M1 ag: -8; M1 antag: 12; OXTR potentiate: -5; CHO parental Ca: -20; M1 PAM: -13; CHO-K1 Ca antag: -16; CHRM4 antagonist: -8; M1 ag parental: 1.2

Results for Cc1csc(NC(=O)C(F)(F)F)n1 ?
CHRM4 agonist: 2; M1 ag: -6; M1 antag: -12; OXTR potentiate: -8; CHO parental Ca: -3; M1 PAM: 14; CHO-K1 Ca antag: -20; CHRM4 antagonist: 9; M1 ag parental: 1.3

What do the screens show for `CC(C)(C)CC(=O)NC(=S)Nc1ccccc1C(F)(F)F`?
CHRM4 agonist: -2; M1 ag: -7; M1 antag: -1; OXTR potentiate: -4; CHO parental Ca: -18; M1 PAM: -4; CHO-K1 Ca antag: -19; CHRM4 antagonist: 1; M1 ag parental: 1.1

What do the screens show for `COC(=O)c1ccc(NC2(C#N)C(=O)Nc3ccccc32)cc1` (stereo not given)?
CHRM4 agonist: 3; M1 ag: -1; M1 antag: -18; OXTR potentiate: -9; CHO parental Ca: -2; M1 PAM: 9; CHO-K1 Ca antag: -5; CHRM4 antagonist: 9; M1 ag parental: 1.2

Results for C/C(=N\NC(=O)c1ccc(F)cc1)c1ccc(N2CCOCC2)cc1 ?
CHRM4 agonist: 1; M1 ag: -4; M1 antag: -1; OXTR potentiate: -6; CHO parental Ca: -8; M1 PAM: 6; CHO-K1 Ca antag: -11; CHRM4 antagonist: -2; M1 ag parental: 1.6

How did S=C(c1ccc(-c2ccccc2Cl)o1)N1CCCCC1 do in these assays?
CHRM4 agonist: -2; M1 ag: -6; M1 antag: -4; OXTR potentiate: -5; CHO parental Ca: 10; M1 PAM: -10; CHO-K1 Ca antag: -1; CHRM4 antagonist: -5; M1 ag parental: -0.1

Results for COc1ccc(Cc2nc3ccc(C(=O)NC(C)C)cc3o2)cc1 ?
CHRM4 agonist: 2; M1 ag: 0; M1 antag: -1; OXTR potentiate: -5; CHO parental Ca: -17; M1 PAM: 1; CHO-K1 Ca antag: 1; CHRM4 antagonist: -8; M1 ag parental: 1.0

What do the screens show for `COc1ccc(OC)c(/C=N/c2c(-c3ccc(O)c(OC)c3)nc3ccccn23)c1`?
CHRM4 agonist: 1; M1 ag: -4; M1 antag: 0; OXTR potentiate: 5; CHO parental Ca: -1; M1 PAM: 4; CHO-K1 Ca antag: 9; CHRM4 antagonist: -6; M1 ag parental: 0.4

What do the screens show for `COc1ccc(-c2nc(C#N)c(NCCCn3ccnc3)o2)cc1OC`?
CHRM4 agonist: 0; M1 ag: -5; M1 antag: -5; OXTR potentiate: -9; CHO parental Ca: -1; M1 PAM: 8; CHO-K1 Ca antag: -4; CHRM4 antagonist: 2; M1 ag parental: 0.3

What do the screens show for `CC(C)n1ncc2c(C(=O)N3CCN(Cc4ccc(Cl)s4)CC3)cc(C3CC3)nc21`?
CHRM4 agonist: 1; M1 ag: -8; M1 antag: -1; OXTR potentiate: -2; CHO parental Ca: -55; M1 PAM: 2; CHO-K1 Ca antag: -19; CHRM4 antagonist: -8; M1 ag parental: -0.4

How did NC(=O)CSc1nc2cc([N+](=O)[O-])ccc2n1-c1cccc(C(F)(F)F)c1 do in these assays?
CHRM4 agonist: 0; M1 ag: -2; M1 antag: 6; OXTR potentiate: 0; CHO parental Ca: -10; M1 PAM: 0; CHO-K1 Ca antag: -8; CHRM4 antagonist: -9; M1 ag parental: 0.5

How did CC1(C)CC2(C)OC(=N)C1(C#N)C2(C#N)C#N (stereo not given) do in these assays?
CHRM4 agonist: 0; M1 ag: 1; M1 antag: -13; OXTR potentiate: -5; CHO parental Ca: 3; M1 PAM: 14; CHO-K1 Ca antag: -5; CHRM4 antagonist: -1; M1 ag parental: 0.8

How did C=CCC[C@H](Cc1ccc(F)cc1)C(=O)OC[C@H](Cc1c[nH]c2ccccc12)NC(=O)[C@H](CC=C)CC(=O)N(CCO)Cc1ccccc1 do in these assays?
CHRM4 agonist: 2; M1 ag: -4; M1 antag: 8; OXTR potentiate: -5; CHO parental Ca: 3; M1 PAM: -3; CHO-K1 Ca antag: -12; CHRM4 antagonist: 7; M1 ag parental: 0.5

Among those listed so far, these have an NH in an aromatic ring.
How did O=C(CSc1nc2[nH]c(=O)cc(O)c2s1)Nc1cccc(Br)c1 do in these assays?
CHRM4 agonist: 1; M1 ag: -2; M1 antag: -2; OXTR potentiate: 0; CHO parental Ca: 1; M1 PAM: 2; CHO-K1 Ca antag: -14; CHRM4 antagonist: 5; M1 ag parental: -0.1

How did C=CCC[C@H](Cc1ccc(F)cc1)C(=O)OC[C@H](Cc1c[nH]c2ccccc12)NC(=O)[C@H](CC=C)CC(=O)N(CCO)Cc1ccccc1 do in these assays?
CHRM4 agonist: 2; M1 ag: -4; M1 antag: 8; OXTR potentiate: -5; CHO parental Ca: 3; M1 PAM: -3; CHO-K1 Ca antag: -12; CHRM4 antagonist: 7; M1 ag parental: 0.5

Random excerpt: 2 entries already listed, in no set order.
How did CC1(C)CC2(C)OC(=N)C1(C#N)C2(C#N)C#N (stereo not given) do in these assays?
CHRM4 agonist: 0; M1 ag: 1; M1 antag: -13; OXTR potentiate: -5; CHO parental Ca: 3; M1 PAM: 14; CHO-K1 Ca antag: -5; CHRM4 antagonist: -1; M1 ag parental: 0.8

What do the screens show for `COC(=O)c1ccc(NC2(C#N)C(=O)Nc3ccccc32)cc1` (stereo not given)?
CHRM4 agonist: 3; M1 ag: -1; M1 antag: -18; OXTR potentiate: -9; CHO parental Ca: -2; M1 PAM: 9; CHO-K1 Ca antag: -5; CHRM4 antagonist: 9; M1 ag parental: 1.2

Carrying on.
What do the screens show for `Cc1ccccc1C(=O)Nn1cnnc1`?
CHRM4 agonist: 0; M1 ag: -3; M1 antag: -6; OXTR potentiate: -11; CHO parental Ca: 13; M1 PAM: 6; CHO-K1 Ca antag: -8; CHRM4 antagonist: -8; M1 ag parental: 0.6

Results for CCN(CC)c1ccc(NC(=O)c2cccc(C)c2OC)c(C)c1 ?
CHRM4 agonist: 2; M1 ag: -7; M1 antag: -9; OXTR potentiate: -4; CHO parental Ca: 24; M1 PAM: 5; CHO-K1 Ca antag: -20; CHRM4 antagonist: -2; M1 ag parental: 1.6

What do the screens show for `COc1ccc(OC)c(NC(=O)NC2CCCc3ccccc32)c1` (stereo not given)?
CHRM4 agonist: -1; M1 ag: -2; M1 antag: -9; OXTR potentiate: -4; CHO parental Ca: 6; M1 PAM: 20; CHO-K1 Ca antag: -2; CHRM4 antagonist: -11; M1 ag parental: -0.5

What do the screens show for `C=CCN1CCN(Cc2cnc(Cl)s2)CC1`?
CHRM4 agonist: 1; M1 ag: -4; M1 antag: -9; OXTR potentiate: -2; CHO parental Ca: -7; M1 PAM: 15; CHO-K1 Ca antag: 4; CHRM4 antagonist: 4; M1 ag parental: -0.1

Results for CCC(C)[C@H](NC(=O)N1CCn2c1nc1ccccc12)C(=O)NCc1ccccc1 (stereo not given in full) ?
CHRM4 agonist: 5; M1 ag: -4; M1 antag: -11; OXTR potentiate: 0; CHO parental Ca: -22; M1 PAM: 10; CHO-K1 Ca antag: -16; CHRM4 antagonist: -11; M1 ag parental: 1.0

How did Cc1cc(C)c(C#N)c(Sc2nnnn2-c2ccccc2)n1 do in these assays?
CHRM4 agonist: 1; M1 ag: 0; M1 antag: 3; OXTR potentiate: -6; CHO parental Ca: -6; M1 PAM: -4; CHO-K1 Ca antag: 3; CHRM4 antagonist: -25; M1 ag parental: 0.4

What do the screens show for `O=C(/C=C/c1cccnc1)c1cccc(O)c1`?
CHRM4 agonist: -2; M1 ag: 0; M1 antag: -8; OXTR potentiate: -2; CHO parental Ca: -3; M1 PAM: 14; CHO-K1 Ca antag: -14; CHRM4 antagonist: 1; M1 ag parental: 0.4

What do the screens show for `CNS(=O)(=O)c1ccc(NC(=O)c2cnn3c(C(F)F)cc(-c4ccccc4)nc23)cc1`?
CHRM4 agonist: 0; M1 ag: -3; M1 antag: -8; OXTR potentiate: -4; CHO parental Ca: 3; M1 PAM: 10; CHO-K1 Ca antag: -19; CHRM4 antagonist: 3; M1 ag parental: 2.1

Results for Cc1ccc(-c2nn(C)c(=O)c3ccccc23)cc1CNC(=O)/C=C/c1ccccc1 ?
CHRM4 agonist: 4; M1 ag: -2; M1 antag: -11; OXTR potentiate: -16; CHO parental Ca: -17; M1 PAM: 8; CHO-K1 Ca antag: -8; CHRM4 antagonist: 4; M1 ag parental: 1.1

How did CCN1C(=O)CC(NNC(=O)c2ccccc2)C1=O (stereo not given) do in these assays?
CHRM4 agonist: 0; M1 ag: -3; M1 antag: -10; OXTR potentiate: 1; CHO parental Ca: -16; M1 PAM: 9; CHO-K1 Ca antag: -6; CHRM4 antagonist: 1; M1 ag parental: 0.5

How did O=C(c1cc(-c2ccc(O)cc2)on1)N1CCc2ccccc2C1 do in these assays?
CHRM4 agonist: 1; M1 ag: 4; M1 antag: -16; OXTR potentiate: -9; CHO parental Ca: 18; M1 PAM: 10; CHO-K1 Ca antag: -6; CHRM4 antagonist: 5; M1 ag parental: 0.5
